# Source: PubChem
# POLB inh: blocks human DNA polymerase beta activity | P06746 | Pol beta primer extension/strand displacement, fluorescence kinetic | Potency, µM (top dose mostly 114 µM), for the others: at the highest dose activity change, negative = inhibition, hits mostly inhibitors | hit rate 1.3% among 340,000; also: % is scaled to controls: 0 for no effect and ±100 for the full control effect
#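 10 nM enzyme + cpd, 15 min RT; start with substrate 50 nM final; read 0 min and after 10 min RT. Corrected, normalized data; 4-parameter Hill curve fit.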
# Pol iota inh: blocks human DNA polymerase iota activity | Pol iota fluorescent replication assay, 10 min | Potency, µM (titrated, usually from 115 µM), inactives show top-dose activity, negative = inhibition, hits mostly inhibitors | hit rate 1% among 390,000
# Target sequence (Q9UNA4 whole entry, looked up): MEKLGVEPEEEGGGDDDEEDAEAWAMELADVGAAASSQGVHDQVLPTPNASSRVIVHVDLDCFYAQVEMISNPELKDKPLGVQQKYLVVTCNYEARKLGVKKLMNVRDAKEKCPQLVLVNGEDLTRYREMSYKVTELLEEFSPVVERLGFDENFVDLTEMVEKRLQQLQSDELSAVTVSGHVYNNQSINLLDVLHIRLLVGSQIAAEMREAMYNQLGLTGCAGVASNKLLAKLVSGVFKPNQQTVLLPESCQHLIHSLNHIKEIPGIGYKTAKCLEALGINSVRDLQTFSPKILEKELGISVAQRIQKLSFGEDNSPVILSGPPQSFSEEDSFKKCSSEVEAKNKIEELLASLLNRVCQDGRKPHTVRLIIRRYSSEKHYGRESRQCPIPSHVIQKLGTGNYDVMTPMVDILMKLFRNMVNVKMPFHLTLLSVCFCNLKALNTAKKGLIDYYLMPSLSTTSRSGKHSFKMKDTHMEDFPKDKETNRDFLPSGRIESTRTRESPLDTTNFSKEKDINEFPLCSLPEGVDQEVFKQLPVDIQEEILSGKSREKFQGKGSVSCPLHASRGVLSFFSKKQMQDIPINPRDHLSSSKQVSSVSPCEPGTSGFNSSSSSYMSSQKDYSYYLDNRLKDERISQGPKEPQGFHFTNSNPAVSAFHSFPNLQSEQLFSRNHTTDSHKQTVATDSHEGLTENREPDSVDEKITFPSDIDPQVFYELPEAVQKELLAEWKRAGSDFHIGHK
#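 Pol iota at 10 nM preincubated 15 min with compounds at room temperature; reaction started with fluorescent substrate, 50 nM final. Fluorescence read kinetically at 0 and 10 min; buffer-only wells as negative control.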
# G9a inh: inhibitors of human histone lysine methyltransferase G9a. G9a H3K9 monomethylation, AlphaScreen, 2 h. AID 504332. Q96KQ7. hit rate 8.8% among 350,000. Potency, µM (highest dose often 102 µM), for the others: top-dose activity, negative = inhibition, actives largely listed as inhibitors; also: % is scaled to controls: 0 for no effect and ±100 for the full control effect; nearly all actives have a fitted effect of over 75% in size
#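 AlphaScreen read-out: biotin-H3K9 peptide (500 nM) methylation by 20 nM enzyme with 20 uM SAM, 2 h at room temperature after 15 min compound preincubation; anti-monomethyl H3K9 antibody plus donor/acceptor beads, 10 min dark.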
# BLM inh: inhibitors of human Bloom syndrome helicase BLM; Potency, µM (titrated, usually from 56.1 µM), inactives show top-dose activity change, negative = inhibition, usual class: inhibitors; recombinant BLM DNA unwinding, fluorescence dequenching; P54132; hit rate 0.2% among 350,000;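 also: plate controls were vehicle for no effect and no enzyme for full effect; nearly all actives have a fitted effect of over 35% in size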
# APE1 inh: APE1 (human) endonuclease inhibition; hit rate 0.35% among 350,000; Potency, µM (top dose mostly 65.8 µM), for the others: at the top dose activity change, negative = inhibition, hits mostly inhibitors; P27695; recombinant APE1, TAMRA/BHQ-2 abasic DNA cleavage fluorescence; AID 2517;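 also: plate controls were vehicle for no effect and reference inhibitor for full effect; nearly all actives have a fitted effect of over 55% in size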
# Target sequence (P27695 whole entry, looked up): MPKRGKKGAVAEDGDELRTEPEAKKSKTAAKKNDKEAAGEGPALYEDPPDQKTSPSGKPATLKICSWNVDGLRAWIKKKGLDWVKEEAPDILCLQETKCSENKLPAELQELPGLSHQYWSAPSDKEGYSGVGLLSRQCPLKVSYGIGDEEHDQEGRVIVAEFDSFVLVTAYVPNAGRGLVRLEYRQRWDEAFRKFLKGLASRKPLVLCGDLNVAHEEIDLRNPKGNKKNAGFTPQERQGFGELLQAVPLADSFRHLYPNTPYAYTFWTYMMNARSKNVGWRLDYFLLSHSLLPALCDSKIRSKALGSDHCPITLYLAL
#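 Endonuclease cleavage of a quenched abasic-site DNA duplex (50 nM) by APE1 (0.75 nM) was tracked by TAMRA dequenching. Compounds were preincubated with enzyme 15 min at room temperature; data normalized to buffer-only and DMSO wells plus NSC13755 control.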
# POLH inh: DNA polymerase eta (human) inhibition; Q9Y253; recombinant Pol eta, fluorescent DNA replication assay; Potency, µM (highest dose often 114 µM), for inactives: at the highest dose activity change, negative = inhibition, most hits filed as inhibitors; hit rate 1.2% among 390,000; AID 588591; also: % is scaled to controls: 0 for no effect and ±100 for the full control effect
#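 Fluorescent replication assay: 50 nM final substrate added after a 15 min room-temperature compound preincubation with 10 nM enzyme. Signal taken at 0 min and again at 10 min.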
# BAZ2B inh: blocks human BAZ2B; Q9UIF8; AlphaScreen BAZ2B-H3K14Ac peptide displacement; Potency, µM (highest dose often 114 µM), for inactives: at the top dose activity change, negative = inhibition, usual class: inhibitors; hit rate 4.4% among 360,000; AID 504333; also: % is scaled to controls: 0 for no effect and ±100 for the full control effect; nearly all actives have a fitted effect of over 60% in size
#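 Complex of BAZ2B and biotin-H3K14Ac (50 nM apiece) forms over 30 min at RT, then faces library compounds up to 110 uM for another 30 min; AlphaScreen beads added, 20 min dark incubation, luminescence read.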
# JMJD2A Tudor: JMJD2A Tudor domain (human) inhibition | hit rate 4.4% among 390,000 | AlphaScreen JMJD2A-Tudor / H3K4me3 peptide binding | AID 504339 | Potency, µM (top dose mostly 114 µM), without a hit: at the top dose activity change, negative = inhibition, actives largely listed as inhibitors | O75164; also: % is scaled to controls: 0 for no effect and ±100 for the full control effect; nearly all actives have a fitted effect of over 50% in size
# POLK inh: DNA polymerase kappa (human) inhibition. hit rate 0.53% among 400,000. purified Pol kappa, fluorescent DNA synthesis assay, 10 min. AID 588579. Q9UBT6. Potency, µM (series often up to 107 µM), inactives show top-dose activity, negative = inhibition, most hits filed as inhibitors; also: % is scaled to controls: 0 for no effect and ±100 for the full control effect
#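 First, compounds were pin-transferred onto 10 nM Pol kappa. After 15 min at room temperature, substrate was added to 50 nM final. Fluorescence was then measured kinetically at 0 and 10 min.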
# Active calls of the source: *; ? = inconclusive; . = not tested or not shown; [ ] = dose if it differs, or a comment. Calls follow the shape of the dose curve; as a rule, active = well fitted curve in the direction sought with a large enough effect; inconclusive = small, poorly fitted or top-dose-only effect, or another doubt; inactive = no such curve, though single readings can be large; an effect the other way counts as inactive or inconclusive. Potency is read from the fitted curve at half-maximal effect. The list is partial. The share of hits here may be higher or lower than overall.
SMILES,POLB inh,Pol iota inh,G9a inh,BLM inh,APE1 inh,POLH inh,BAZ2B inh,JMJD2A Tudor,POLK inh
O=C(NCc1ccc(C(F)(F)F)cc1)C1CC(c2cccc(F)c2)=NO1 (stereo not given),1%,?,32%[59 µM],-2%,-5%,0%,-3%,-15%,-1%
COc1ccc(CNC(=O)CCS(=O)(=O)Cc2cccc(Cl)c2)c(OC)c1,1%,13%,-7%[59 µM],1%,-6%,-18%,-2%,4%,8%
COc1ccc(NC(=O)COc2coc(CN3CCc4ccccc43)cc2=O)cc1,.,-11%,1%,.,-11%,-6%,-35%,-20%,-7%
C=CCN(C(=O)c1csnn1)C(C(=O)NC1CCCC1)c1ccccc1 (stereo not given),-15%,9%,19%,-2%,38%,-21%,5%,-1%,-11%
O=C(CSc1nnc(-c2c[nH]c3ccccc23)o1)N(Cc1ccccc1)c1ccc(F)cc1,-6%,-14%,-25%[59 µM],3%,31%[activator],-5%,-5%,-23%,-11%
COC(=O)C1=C(C)N(C)C(C)=C(C(=O)OC)C1c1ccc(C(=O)OC)cc1,1%,15%,7%,-3%,-2%,-23%,2%,0%,-5%
CCN(CC)S(=O)(=O)c1cccc(NC(=O)C(=O)c2c(-c3ccccc3)cc3ccccn23)c1,-1%,5%,-12%[59 µM],-9%,-10%,-11%,-9%,-28%,-15%
O=C(NCCc1ccccc1)C(=O)NCC1OCCN1S(=O)(=O)c1ccc(F)cc1 (stereo not given),16%,-6%,13%,-3%,13%,-6%,-6%,-10%,-4%
COc1ccc2nc(NC(=O)CN(C)S(=O)(=O)c3cccs3)sc2c1,-27%,-7%,-2%[59 µM],0%,-1%,-2%,6%,-30%,-14%
COc1ccc(NC(=O)COc2ccc(-n3cnnn3)cc2)cc1OC,.,2%,-1%[0.501 µM],.,25%,-5%,13%,-20%,5%
c1csc(C(c2nnnn2C2CCCCC2)N2CCN(c3nc4ccccc4s3)CC2)c1 (stereo not given),-3%,22%,-2%[59 µM],0%,1%,-17%,1%,-14%,-1%
CCOc1ccc(NC(=O)Nc2cc(C(C)C)c(O)cc2C)cc1,3%,35%[activator],.,-4%,9%,-2%,-10%,-19%,-14%
CCOCCCNS(=O)(=O)c1ccc(NC(=O)N2c3ccccc3Sc3ccccc32)cc1,6%,9%,?,-8%,-11%,-22%,-31%,-33%,-21%
COc1ccccc1CCNC(=O)c1cc(-c2ccccn2)nc2ccccc12,.,27%,5%,.,-10%,-8%,-7%,-18%,-3%
N#Cc1ccc(CN(c2ccncc2)S(=O)(=O)c2ccccc2)cc1,?,21%,-25%,0%,10%,-3%,-14%,-6%,1%
Cc1cccc(C)c1NC(=S)N1CC(C)OC(C)C1 (stereo not given),4%,31%[activator],20%,1%,-5%,-8%,-4%,-6%,-5%
Cc1ccc(CCN2CC(C(=O)NC(C)C)CC2=O)cc1 (stereo not given),8%,8%,23%,-3%,1%,-13%,-15%,-20%,1%
NC(=O)[C@H](Cc1cc2ccccc2s1)NC(=O)[C@@H]1CC2(CC(c3cccc(NC(=O)[C@@H]4CCC(=O)N4)c3)=NO2)CN1C(=O)/C=C/c1c(F)cccc1Cl (stereo not given in full),-17%,?,.,-19%,17%,?,-13%,?,0%
O=C1NC(NS(=O)(=O)c2ccccc2)(C(F)(F)F)C(=O)N1Cc1cccnc1 (stereo not given),2%,31%[activator],0%,0%,-3%,9%,-3%,6%,-12%
Cc1ccc(S(=O)(=O)N2CCN(C(=O)COC(=O)CSc3cc(C)ccc3C)CC2)c(C)c1,.,0%,11%[12.7 µM],.,-11%,-16%,12%,-11%,-14%
O=C(O)c1ccc2c(=O)n3c(nc2c1)/C(=C/c1ccccc1OC(F)F)CC3,0%,14%,-35%,-3%,40%,?,-34%,-5%,4%
Cc1ccc(C(=O)N2CCN(CCNC(=O)C(=O)Nc3ccc(Cl)cc3)CC2)cc1,-1%,54%[activator],12%,-3%,-4%,-12%,-18%,-10%,-2%
CC(=O)c1c(C)[nH]c(C(=O)NCc2ccc(F)cc2)c1C,21%,69%[activator],-3%,1%,2%,8%,.,-19%,-1%
CCCCOc1ccc(CC2CCC(=O)NC2=O)cc1 (stereo not given),?,192%[activator],15%,-3%,-1%,-15%,-9%,-10%,-6%
Cc1cc(C)n(-c2nc(C)c(C)c(=O)n2CC(=O)Nc2ccc(OC(F)(F)F)cc2)n1,-8%,-11%,0%[59 µM],1%,.,-13%,2%,-9%,-4%[60.1 µM]

# Part of the list above, limited to G9a inh and BAZ2B inh.
SMILES	G9a inh	BAZ2B inh
O=C(CSc1nnc(-c2c[nH]c3ccccc23)o1)N(Cc1ccccc1)c1ccc(F)cc1	-25%[59 µM]	-5%
COC(=O)C1=C(C)N(C)C(C)=C(C(=O)OC)C1c1ccc(C(=O)OC)cc1	7%	2%
CCN(CC)S(=O)(=O)c1cccc(NC(=O)C(=O)c2c(-c3ccccc3)cc3ccccn23)c1	-12%[59 µM]	-9%
O=C(NCCc1ccccc1)C(=O)NCC1OCCN1S(=O)(=O)c1ccc(F)cc1 (stereo not given)	13%	-6%

# Going on with the list.
SMILES,POLB inh,Pol iota inh,G9a inh,BLM inh,APE1 inh,POLH inh,BAZ2B inh,JMJD2A Tudor,POLK inh
CCCN=Cc1ccc(O)cc1,87%,29%,28%[12.7 µM],-2%,0%,-18%,-2%,-15%[57.1 µM],-5%
Cc1cc(C(=O)NCCC2=CCCCC2)ccc1[N+](=O)[O-],0%,103%[activator],.,-7%,14%,-15%,?,-18%,3%
COC(=O)Nc1ccc(S(=O)(=O)N2CCCC(C(=O)N3CCCCC3)C2)cc1 (stereo not given),-10%,-25%,3%,-7%,0%,-6%,-32%,-17%,-23%
Cc1cc(F)ccc1N1CCC(N2CCN(C)C(CCO)C2)CC1 (stereo not given),51%,18%,-5%[0.501 µM],5%,-13%,-4%,9%,-6%,-4%
COC(=O)c1cn(C(=O)c2ccc(C)c(C)c2)c2ccccc12,-13%,6%,-4%[59 µM],3%,20%,-4%,20%,-1%,-14%
CCOC(=O)c1ccc(NC(=O)CS(=O)(=O)c2cn(CC)c3ccccc23)cc1,-11%,?,-45%[59 µM],-2%,-5%,-4%,-18%,79µM*,-21%
COC(=O)c1sc(NC(=O)c2cccc([N+](=O)[O-])c2)c(C(N)=O)c1C,17%,15%,10µM*,0%,10%,-14%,1%,-11%,-18%
COc1cc(/C=C/C(=O)O)cc(S(=O)(=O)NCCCO)c1OC,26%,21%,-3%[59 µM],1%,4%,-7%,-28%,-9%,-4%
Cn1nc(-c2ccc(C(=O)Nc3cccc(Cl)c3)cc2)c2ccccc2c1=O,22%,-26%,18%,-5%,7%,4%,9%,-20%,?
Cc1cc(-c2cc(C(=O)NCc3ccccc3)on2)nc(NC2CCCC2)n1,-27%,12%,7%[59 µM],-10%,-4%,?,2%,-17%,-17%
CCOC(=O)c1ccc(NC(=O)c2nc[nH]c2C(=O)NC)cc1,4%,16%,?,-3%,-1%,-11%,?,?,-3%
O=[N+]([O-])c1ccc(C[n+]2cccc3ccc4cccnc4c32)cc1,?,77%[activator],.,32%[activator],6%,-25%,13µM*,11µM*,3%
Cc1cc(C(C)(C)C)ccc1OCCN(C)C,0%,7%,8.9µM*,1%,7%,-5%,28µM*,7.9µM*,-3%
CCCCNS(=O)(=O)c1ccc2nc(SCC(=O)c3ccc(C#N)cc3)[nH]c2c1,40µM*,-2%,32µM*,-18%,1%,?,0%,-35%,1%
Cc1cc(C)c(NC(=O)Nc2ccc3c(c2)OCO3)c(C)c1,36%,10%,.,-8%,2%,2%,-3%,-4%,-17%
O=C(CN1CCN(S(=O)(=O)c2ccc(Cl)cc2)CC1)N1CCCC1,.,24%,-4%,.,-8%,-6%,-6%,-8%,-12%
Cc1cccc(CC(=O)OCn2nnc3ccccc3c2=O)c1,-2%,7%,-11%[59 µM],-9%,1%,-5%,11%,12%,-4%
OCCN(CC#CC(O)(c1ccccc1)C1CCCCC1)CCO (stereo not given),23%,4%,?,1%,-7%,-1%,-7%,-7%,9%
COc1cc(NS(=O)(=O)c2ccc(N/C=C(\C=O)c3nc4cc(Cl)ccc4o3)cc2)nc(OC)n1,?,?,-33%[12.7 µM],-9%,-2%,32µM*,?,-27%,-1%
COc1cc2c(cc1OC)CN(C(=O)c1ccc(N3CCCC3)c([N+](=O)[O-])c1)CC2,.,-8%,16%[2.33 µM],.,13%,-21%,45µM*,50µM*,-5%
N#C/C(=C\c1c(N2CCCCCC2)nc2ccccn2c1=O)C(=O)NCc1ccco1,3%,55%[activator],?,-6%,1%,-25%,-38%,?,-11%
O=C(NC1CCCC1)C(c1ccccc1)N(Cc1ccco1)C(=O)Cc1cccs1 (stereo not given),22%,7%,17%[59 µM],-10%,-1%,-8%,-6%,-19%,-2%
COc1ccc2c(c1)cc(C(=O)N[C@@H](CCSC)C(=O)N1CCC(C(=O)O)CC1)n2C,69%,38%[activator],-11%,-9%,-14%,3%,6%,-3%,-18%
CCCc1nc2sc3c(c2c(=O)n1NC(=O)CCCl)CCCC3,-2%,-14%,?,-7%,-10%,?,10%,-9%,-1%
COc1ccc(CCC(=O)Nc2cc(S(=O)(=O)N3CCOCC3)ccc2OC(C)C)cc1,.,33%[activator],-2%[59 µM],.,39%,-11%,3%,-15%,-8%
CCOc1ccc(N2C(=O)CC(SCCN)C2=O)cc1 (stereo not given),2%,14%,18µM*,-6%,-5%,-6%,-32%,-29%,-25%
O=C(NC1CCCCC1)N1CCN(Cc2nc3ccccc3c(=O)[nH]2)CC1,.,41%[activator],.,.,.,-14%,.,10µM*,-6%
COc1cc(NC(=O)c2cccs2)c(OC)cc1NC(=O)c1cccs1,.,73%[activator],.,.,.,-7%,.,-8%,-4%

# For reference, part of the list above:
SMILES,POLB inh,Pol iota inh,G9a inh,BLM inh,APE1 inh,POLH inh,BAZ2B inh,JMJD2A Tudor,POLK inh
CCCN=Cc1ccc(O)cc1,87%,29%,28%[12.7 µM],-2%,0%,-18%,-2%,-15%[57.1 µM],-5%
Cc1cc(C(=O)NCCC2=CCCCC2)ccc1[N+](=O)[O-],0%,103%[activator],.,-7%,14%,-15%,?,-18%,3%
